FUS suppressor – FUS proteinopathy suppression in yeast | S. cerevisiae FUS-expressing, growth rescue, OD600, 24 h | Potency, µM (top dose mostly 76.6 µM), inactives show at the highest dose growth rescue (activation), actives largely listed as activators | 390,000 compounds, 0.24% hits | AID 1347120;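 note: potency is the fitted concentration of half-maximal effect; plate controls were DMSO vehicle for no effect and reference control for full effect; nearly all actives have a fitted effect of over 55% in size; some results filed as inactive show a strong effect at the top dose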
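Yeast FUS proteinopathy model; galactose-induced FUS (2%), starting OD 0.005. Cpds in dilution series, 24hr, 30C, 99% humidity. Abs 600 nm growth. Pos ctrl CP55940 (top 92uM final); neg ctrl DMSO.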
PI5P4Ka inh – blocks human PI5P4K alpha kinase activity; P48426; PI5P4Kalpha enzyme, ADP-Glo luminescence, 60 min; active compounds read low; max response, %; 330,000 compounds, 1.2% hits; AID 652105; active = max response of -50% or lower; inconclusive = between -30% and -50%; inactive = -30% or higher; note: value at the top dose of about 77 µM; % is set by controls: 0 for no effect and ±100 for the full control effect
Target sequence (P48426 whole entry, looked up): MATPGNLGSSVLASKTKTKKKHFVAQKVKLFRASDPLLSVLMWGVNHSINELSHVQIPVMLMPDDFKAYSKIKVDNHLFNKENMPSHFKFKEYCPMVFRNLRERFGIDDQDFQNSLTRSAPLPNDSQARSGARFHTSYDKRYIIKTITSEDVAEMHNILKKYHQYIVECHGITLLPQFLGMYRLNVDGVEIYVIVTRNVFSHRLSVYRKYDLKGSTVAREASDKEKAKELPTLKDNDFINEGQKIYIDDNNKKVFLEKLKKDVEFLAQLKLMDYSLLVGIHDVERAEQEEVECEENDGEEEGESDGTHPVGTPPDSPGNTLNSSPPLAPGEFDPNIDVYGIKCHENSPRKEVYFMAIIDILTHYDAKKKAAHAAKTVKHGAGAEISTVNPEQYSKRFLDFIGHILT
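PI5P4Kalpha ADP-Glo assay; 5 microM ATP final; 60 min RT reaction; HEPES pH 7.4/EGTA/CHAPS, 5% DMSO; controls lacking substrate or enzyme; luminescent end-point.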
PLK1 PBD block – PLK1 (human) polo-box domain binding inhibition | P53350 | Potency, µM, for the others: max response, negative = inhibition, actives largely listed as inhibitors | 360,000 compounds, 2.8% hits | Plk1 PBD binding of FITC phosphopeptide, fluorescence polarization; note: potency is the fitted concentration of half-maximal effect; series mostly up to about 57 µM; % is set by controls: 0 for no effect and ±100 for the full control effect; nearly all actives have a fitted effect of over 65% in size
Target sequence (P53350 whole entry, looked up, the tested form may be a part): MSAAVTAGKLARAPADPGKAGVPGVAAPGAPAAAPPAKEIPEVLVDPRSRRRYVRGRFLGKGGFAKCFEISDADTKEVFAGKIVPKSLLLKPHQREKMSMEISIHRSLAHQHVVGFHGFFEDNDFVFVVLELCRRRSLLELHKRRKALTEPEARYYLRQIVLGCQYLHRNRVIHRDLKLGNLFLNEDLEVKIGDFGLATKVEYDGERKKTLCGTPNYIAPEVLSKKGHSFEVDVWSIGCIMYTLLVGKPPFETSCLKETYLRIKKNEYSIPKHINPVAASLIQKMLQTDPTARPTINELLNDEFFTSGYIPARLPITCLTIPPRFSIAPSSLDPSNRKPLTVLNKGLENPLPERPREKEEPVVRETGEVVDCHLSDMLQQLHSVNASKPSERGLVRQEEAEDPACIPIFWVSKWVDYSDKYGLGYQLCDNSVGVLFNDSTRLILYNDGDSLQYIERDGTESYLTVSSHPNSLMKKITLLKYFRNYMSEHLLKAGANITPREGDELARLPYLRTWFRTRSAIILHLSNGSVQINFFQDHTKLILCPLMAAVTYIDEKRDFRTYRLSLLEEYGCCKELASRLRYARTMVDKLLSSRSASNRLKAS
WRN helicase inh – WRN helicase (human) inhibition; WRN helicase unwinding, fluorescent forked duplex, kinetic; Potency, µM (doses to about 114 µM), for the others: at the top dose activity change, negative = inhibition, actives largely listed as inhibitors; 360,000 compounds, 0.46% hits; note: potency is the fitted concentration of half-maximal effect; % is set by controls: 0 for no effect and ±100 for the full control effect; nearly all actives have a fitted effect of over 55% in size
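WRN at 20 nM final preincubated with compound 15 min at room temperature; reaction started with 100 nM fluorophore/quencher forked duplex oligonucleotide and 2 mM ATP final. Unwinding followed kinetically by red fluorescence (ex 525, em 598 nm).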
EPAC1 ag – activates human EPAC1 exchange factor | O95398 | EPAC1 agonist qHTS, biochemical assay; response scale: 100% = response to 6.5 mM cAMP | Potency, µM (series often up to 154 µM), inactives show at the highest dose activation, actives largely listed as activators | 360,000 compounds, 0.073% hits | AID 720707; note: potency is the fitted concentration of half-maximal effect; nearly all actives have a fitted effect of over 60% in size
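Multi-concentration qHTS readout: loss of Rap1B-bound BODIPY-GDP fluorescence driven by 100 nM EPAC1 with excess GDP (50 uM), monitored kinetically at room temperature; agonist response expressed relative to 6.5 mM cAMP.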
EPAC1 antag – blocks human EPAC1 exchange factor. O95398. Potency, µM (series often up to 115 µM), for the others: at the top dose activity change, negative = inhibition, most hits filed as inhibitors. AID 720709. 360,000 compounds, 0.14% hits. EPAC1 GEF assay, Rap1b-BODIPY-GDP exchange fluorescence;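 note: potency is the fitted concentration of half-maximal effect; plate controls were vehicle for no effect and positive control for full effect; nearly all actives have a fitted effect of over 50% in size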
IL2 activator – IL-2 activation | IL-2 activation reporter assay, cell-based qHTS; stimulated with anti-CD3/CD4/CD28 beads; in transgenic mouse T cells | activation, % (series mostly up to about 46 µM) | 360,000 compounds, 0.065% hits | AID 652025; in the data active = activation above about 50%; inconclusive = mostly about 30% to 49%; note: 0% is about no effect
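Using fluorescent plate cytometry, EGFP and DsRed are detected in transgenic mouse T cells stimulated 18 h at 37 degrees C with antibody-coated beads after 60 min compound pretreatment.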
Abeta rescue – compounds reversing amyloid beta toxicity in yeast; Potency, µM (series often up to 46.1 µM), for the others: at the top dose growth rescue, most hits filed as activators; yeast expressing A-beta42, growth rescue, OD600, 48 h; response scale: 0% DMSO, 100% iron-clioquinol control; 410,000 compounds, 0.063% hits; note: potency is the fitted concentration of half-maximal effect; nearly all actives have a fitted effect of over 55% in size
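Growth rescue measured by 600 nm absorbance after 48 h yeast culture at 30 C with compound. Values normalized between DMSO and an equimolar ferric chloride plus clioquinol control.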
The depositor's hits bear a star; ? = inconclusive; nt = not tested or not shown; & = joins results of further samples; [ ] = remark or other dose. Unless noted, calls come from the whole dose curve; as a rule, active = well fitted curve in the direction sought with a large enough effect; inconclusive = small, poorly fitted or top-dose-only effect, or another doubt; inactive = no such curve, though single readings can be large; an effect the other way counts as inactive or inconclusive. An unsorted share of the library. About 4.1% of those tested had a hit in this group.

The line under a structure holds: FUS suppressor, PI5P4Ka inh, PLK1 PBD block, WRN helicase inh, EPAC1 ag, EPAC1 antag, IL2 activator, Abeta rescue
- O=C(CN1C(=O)C2C3C=CC(C3)C2C1=O)NCCN1CCCc2ccccc21 (stereo unspecified)
    16.7%, 4.2, -18.2%, -12.1%, -0.2%, -22.9%, 0.3, -15.4%
- CCCCCCCOC(=O)C[N+](C)(C)CCOC1CC2CCC1(C)C2(C)C (stereo unspecified)
    ?, 7.7, -10.4%, -6.9%, -15.9%, -24.1%, -3.0, -73.3%[inhibitor]
- COc1cc(OC)nc(Nc2nc(C(N)c3ccccc3)cs2)n1 (stereo unspecified)
    7.1%, 0.4, 2.6%, 0.7%, 0.7%, -1.3%, -0.1, 5.6%
- O=C(NCc1ccc(Cl)cc1)N1CCc2ccccc2C1
    12.3%, 1.3, 1.5%, 5.2%, 0.6%, 0.5%, 0.2, -2.4%
- COc1ccc(CCNC(=O)COC(=O)CSc2ccc(C(N)=O)cc2[N+](=O)[O-])cc1OC
    10.7%, -11.9, ?, 0.1%, -7.1%, 10.6%, 0.0, -10.0%
- CSc1ccc(C2NC(=O)c3c(sc4c3CCN(C)C4)N2)cc1 (stereo unspecified)
    -4.5%, -10.9, -5.6%, -1.6%, 6.5%, 20.5%, 1.5, -29.4%
- CN1CCc2nc(SCC(=O)Nc3ccc(OC(F)(F)F)cc3)c(C#N)c(-c3cccs3)c2C1
    nt, -19.8, ?, ?, -32.0%[inhibitor], -14.4%, -0.3, -4.0%
- CC(C)c1nc(SCC(=O)Nc2ccc3c(c2)OCCO3)n[nH]1
    13.9%, 5.8, -12.7%, -0.8%, 3.5%, 4.0%, -0.6, 1.2%
- Cc1ccccc1C(=NC(=O)c1ccccc1)c1ccccc1
    -8.0%, 0.9, -3.7%, -9.0%, 12.4%, -13.5%, -0.5, 16.8%
- CCc1ccc(NC(=O)CC2C(=O)NCCN2C(=O)c2ccccc2OC)cc1 (stereo unspecified)
    17.3%, -3.7, 1.7%, -17.1%, -1.8%, 6.7%, -2.9, 1.0%&-9.0%
- Cc1ccc(CNC(=O)Cn2ccc3cc(S(=O)(=O)N4CCCCCC4)ccc32)cc1
    5.4%, 5.3, 4.3%, -8.7%, -3.6%, 3.3%, -5.8, 0.5%
- COc1ccc(C)cc1N(CC(=O)N/N=C/c1ccc2c(c1)OCO2)S(C)(=O)=O
    18.0%, -5.6, 3.7%, 2.5%, 8.2%, -23.3%, 0.1, -1.9%
- O=S(=O)(NCC(Nc1ccc(Cl)cc1)c1ccccc1)c1ccc(Cl)cc1 (stereo unspecified)
    nt, 8.7, -7.7%, -12.8%, 0.4%, ?, 0.3, 12.6%
- COc1cc(OC)cc(C(=O)NCC(=O)OCc2nc3ccccc3s2)c1
    -1.7%, -9.6, 2.5%, 4.3%, 7.7%, 1.7%, -1.8, -9.5%
- O=C(COC(=O)c1cc(S(=O)(=O)N2CCOCC2)c(Cl)cc1Cl)NC1CC1
    nt, 2.0, -3.4%, 7.0%, 7.4%, 2.9%, 2.1, -3.6%
- Cc1ccc2nc(SCC(=O)Nc3cc(C(C)(C)C)nn3-c3ccccc3)[nH]c2c1
    32.9%, 3.5, -10.1%, -6.5%, -6.8%, -19.7%, -0.9, 1.3%
- O=C(NCc1ccco1)c1ccc(-c2csnn2)cc1
    5.3%, -12.5, -3.5%, 4.8%, -12.5%, 13.7%, -0.3, 4.1%
- COc1cccc(N2C(=O)CN(Cc3cc(OC)c(OC)c(OC)c3)C2=S)c1
    17.4%, 2.1, -6.8%, 7.5%, 5.8%, 2.4%, -0.4, -13.1%
- COc1ccccc1C1(O)CCN(CC(=O)Nc2c(C)nn(C)c2C)CC1
    21.8%, nt, -4.0%, -6.0%, 0.4%, -8.6%, -2.6, 19.5%
- O=C(CSc1nc2ccccc2o1)NCc1ccco1
    4.8%, 5.1, -12.6%, -5.1%, 11.9%, 0.0%, 0.1, 10.9%

Single records, from the list above. Screens in order: FUS suppressor	PI5P4Ka inh	PLK1 PBD block	WRN helicase inh	EPAC1 ag	EPAC1 antag	IL2 activator	Abeta rescue
`O=C(NCc1ccc(Cl)cc1)N1CCc2ccccc2C1` is entered as 12.3%	1.3	1.5%	5.2%	0.6%	0.5%	0.2	-2.4%
`COc1cc(OC)nc(Nc2nc(C(N)c3ccccc3)cs2)n1` (stereo unspecified) is entered as 7.1%	0.4	2.6%	0.7%	0.7%	-1.3%	-0.1	5.6%

Further structures:
The line under a structure holds: FUS suppressor, PI5P4Ka inh, PLK1 PBD block, WRN helicase inh, EPAC1 ag, EPAC1 antag, IL2 activator, Abeta rescue
- O=C(Nc1nnc(-c2ccco2)s1)c1ccccc1
    -6.4%, nt, -7.6%, -23.9%, 0.6%, 3.2%, -0.2, -16.7%
- COC(=O)CCCn1cc(CN2CC(N3CCN(CCN(C)C)CC3)CS2(=O)=O)nn1 (stereo unspecified)
    -9.7%, 4.6, -10.5%, -10.9%, 14.8%, -23.7%, -0.7, -6.6%
- O=C(c1ccc2c(c1)OCCO2)N1CCN(c2ccccn2)CC1
    -3.1%, 10.0, -0.8%, -6.5%, 13.4%, 11.1%, -0.1, -12.7%
- O=C(c1ccccc1)c1ccc(N2CCN(C(=O)c3ccc(F)cc3F)CC2)c(F)c1
    ?, 1.4, 1.7%, 4.7%, 6.8%, -8.9%, -2.7, -20.1%
- O=C(CCS(=O)(=O)c1cccc2nonc12)N1CC(=O)N(CCc2ccccc2)C(=O)C1
    13.7%, -2.7, -2.5%, 10.3%, 1.4%, 6.5%, 1.2, -1.9%
- CCCNc1ncnc2c1cnn2C1CCCCO1 (stereo unspecified)
    -8.2%, -4.2, 2.7%, -11.7%, 3.6%, -0.1%, 1.0, -12.7%
- CC(C)C[C@H](NC(=O)c1nc[nH]c1C(=O)NCc1ccc(CNC(=O)OC(C)(C)C)cc1)C(=O)OC(C)(C)C
    43.6%, 12.6, 4.6%, -7.6%, -41.6%[inhibitor], ?, -0.2, 6.2%
- COc1cccc(OCC(=O)NNC(=O)Cc2cccs2)c1
    nt, 3.0, -3.1%, -7.4%, 3.9%, 4.8%, 0.2, 11.2%
- Cc1ccc(CCNC(=O)C2CCN(S(=O)(=O)c3cccc4nsnc34)CC2)cc1
    19.2%, 0.6, -6.7%, 8.7%, 4.2%, -4.3%, -4.7, -16.2%
- CCc1nnc(NC(=O)CCC(=O)N2CCN(Cc3cc(Cl)ccc3OC)CC2)s1
    11.2%, -7.0, 7.7%, 1.6%, 4.4%, 23.4%, 0.3, 5.7%
- Cc1ccc(C(C)C)cc1OCC(=O)Nc1nnc(C2CC2)s1
    18.3%, 2.0, -6.6%, 2.1%, 4.2%, -6.5%, 0.2, ?
- CCOC(=O)C1CCN(C(=O)CCCOc2ccccc2)CC1
    2.0%, nt, 0.5%, -15.6%, 2.2%, -3.3%, -1.9, -8.0%
- COc1cc(-c2nnco2)cc(OC)c1OC
    -8.1%, 0.7, -0.7%, -0.2%, 1.0%, -1.9%, 1.0, -2.4%
- COc1cc(NC(=O)c2cc(C)no2)c(OC)cc1Cl
    -18.0%, 3.0, -5.6%, -2.7%, 9.6%, -15.8%, -0.7, -6.5%
- CC(C)N(Cc1ccccc1)C(=O)C1CCN(c2ncnc3c2nc2n3CCCCC2)CC1
    34.7%, 6.4, -13.9%, -4.4%, 1.2%, 11.0%, -4.7, 7.3%
- CCc1cc(=O)oc2c3c(cc(OCC(=O)NCCCC(=O)O)c12)OC(C)(C)CC3
    -8.5%, -13.2, -9.2%, -8.3%, 2.6%, 0.2%, -0.8, 5.4%
- OC[C@H]1O[C@@H](c2nc(-c3ccc(C4OCCO4)cc3)no2)[C@H](O)[C@@H]1O
    -11.8%, -2.8, -6.7%, 0.3%, -12.1%, 6.6%, 0.0, 2.3%
- COc1ccc(C(CNC(=O)CNC(=O)c2ccc(F)cc2)N2CCCC2)cc1 (stereo unspecified)
    -19.8%, -2.6, 1.5%, 1.6%, -2.9%, -13.2%, 0.5, -0.6%
- N#CCSc1nc2c(cc1C#N)CCCC2
    nt, -1.3, -12.8%, 2.2%, 2.1%, -10.6%, -0.1, -18.0%
- Cc1ccc(-c2nc(SCC(=O)N(C)C3CCS(=O)(=O)C3)[nH]c2-c2ccc(C)cc2)cc1 (stereo unspecified)
    25.7%, nt, -9.8%, -18.2%, 13.7%, -7.3%, -1.0, -2.6%

More entries.
The line under a structure holds: FUS suppressor, PI5P4Ka inh, PLK1 PBD block, WRN helicase inh, EPAC1 ag, EPAC1 antag, IL2 activator, Abeta rescue
- COc1ccc(N=C2SCC(c3ccccc3)=NN2C)cc1
    3.2%, 3.6, -2.2%, -3.0%, -1.8%, -20.3%, 0.2, -9.7%
- Cc1ccc(NC(=O)CSc2nnc(-c3cccs3)n2Cc2ccco2)cc1
    17.5%, nt, -2.5%, -5.0%, 13.6%, 0.3%, -0.9, 0.7%
- COc1cc(/C=N/NS(=O)(=O)c2ccc(C)c([N+](=O)[O-])c2)ccc1O
    2.7%, -1.7, ?, -2.9%, 4.4%, -11.1%, 2.2, -14.3%
- CC(=O)c1ccc(S(=O)(=O)Nc2ccc(C(=O)NCC(c3ccco3)N3CCCC3)cc2)cc1 (stereo unspecified)
    22.0%, 2.6, -6.3%, -0.6%[11.6 µM], 2.9%, -5.6%, -0.3, -3.8%
- COc1ccc(-c2cn(-c3ccc(C)c(C)c3)c(=S)[nH]2)cc1OC
    43.8%, -5.3, 29.9µM*, -9.7%, 7.2%, 6.6%, -4.2, -14.4%
- CC(C)Sc1nc(NCc2ccco2)c2c3c(sc2n1)COC(C)(C)C3
    ?, -24.8, -18.2%, -16.9%[57.1 µM], 0.8%, -9.8%, 1.0, -1.4%
- O=C(N/N=C/c1ccco1)c1cccc(N2CCCC2=O)c1
    22.2%, 1.8, -3.5%, -33.0%[57.1 µM], 7.8%, 21.3%, 0.1, 8.3%
- O=C(O)c1cccc(Cn2cc(Cl)cn2)c1
    -1.5%, -6.7, 1.7%, -6.4%, 0.7%, -5.5%, -0.3, 6.6%
- Cc1noc(C)c1COc1ccc(C(=O)NCCc2ccc(F)cc2)cc1
    -12.7%, 9.1, 1.1%, 1.1%, -1.8%, -8.6%, 1.2, -8.9%
- COC(=O)c1cnn(-c2ccc(C)c(C)c2)c1-n1cccc1
    30.2%, nt, -4.9%, 1.6%, 0.0%, 0.0%, 2.0, -7.1%

Screens deposited in PubChem by National Center for Advancing Translational Sciences (NCATS).
